LYP phosphatase: PTPN22 lymphoid phosphatase activity blockers – biochemical, fluorescence intensity, uHTS (AID 1779); recombinant LYP phosphatase, fluorescence intensity; higher % means a stronger effect; one-dose inhibition, % at 11.5 µM; IC50 in µM for titrated hits; 0.054% of 290,000 active;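 also: plate controls were vehicle with enzyme for no effect and no enzyme for full effect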
XIAP displacement: XIAP antagonists, biochemical, IAP family, fluorescence polarization (AID 1018); XIAP BIR domain, fluorescence polarization peptide displacement; higher % means a stronger effect; displacement, % at 20 µM; hits with a dose series show IC50 in µM; 0.007% of 200,000 active; in the data active = displacement above about 50%; also: a part of the inactive calls stands beside numbers as strong as those of hits
NOD2 inhibition: inhibition of NOD2-driven NF-kB reporter – cell-based, luminescence, uHTS, HEK293 (AID 1566) | 0.63% of 290,000 active | HEK293 NOD2/NF-kB luciferase reporter, luminescence; higher % means a stronger effect | inhibition, % at 4 µM, or EC50 in µM where a hit was titrated; also: many of its hits are not listed in these tables
human PMI inhibitors: human PMI inhibitors, high substrate, primary screen, biochemical, fluorescence intensity, high mannose 6-phosphate (AID 1220); 0.66% of 190,000 active; recombinant PMI enzyme, coupled fluorescence intensity; higher % means a stronger effect; inhibition, % at 20 µM; hits with a dose series show IC50 in µM
KOR beta-arrestin-1: KOR antagonists, beta-arrestin recruitment, cell-based, luminescence, uHTS (AID 1778). KOR beta-arrestin recruitment, luminescence, antagonist mode; higher % means a stronger effect. inhibition, % at 10 µM, or IC50 in µM where a hit was titrated. 0.091% of 290,000 active; also: strong numbers were not always called active
NOD1 NF-kB reporter: NOD1 signaling inhibitors, primary screen, cell-based, luminescence, uHTS (AID 1578). NOD1-driven NF-kB luciferase reporter cells, luminescence; higher % means a stronger effect. inhibition, % at 4 µM; hits with a dose series show EC50 in µM. 1% of 290,000 active; in the data active = inhibition mostly above about 36%, no sharp cut-off; inactive = mostly below about 34%;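 also: HEK-293T reporter cells stimulated with the NOD1 agonist gamma-tri-DAP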
TNAP activators: stimulation of alkaline phosphatase TNAP activity – biochemical, luminescent, no phosphate acceptor, uHTS, primary screen (AID 1001) | purified TNAP, luminescent activation assay, no phosphate acceptor; higher activation fold means a stronger effect | 0.03% of 200,000 active | activation fold at 20 µM; hits with a dose series show EC50 in µM; in the data active = activation fold from about 3, or a potency from the dose series; inactive = the rest, 99 in 100 with activation fold below about 1.6; also: many of its hits are not listed in these tables
KOR beta-arrestin-2: KOR agonists, beta-arrestin recruitment, primary screen, cell-based, luminescence, uHTS (AID 1777). KOR beta-arrestin recruitment, luminescence; higher % means a stronger effect. one-dose activation, % at 10 µM; EC50 in µM for titrated hits. 0.02% of 280,000 active; in the data active = activation above about 50%, passing the limit was not always enough; also: a part of the inactive calls stands beside numbers as strong as those of hits
human PMI inhibition: inhibitors of human PMI, primary screen, biochemical, fluorescence intensity, coupled assay (AID 1209) | one-dose inhibition, % at 20 µM; IC50 in µM for titrated hits | 0.42% of 190,000 active | purified PMI enzyme, coupled fluorescence intensity; higher % means a stronger effect;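 also: plate controls were DMSO vehicle for no effect and wells lacking substrate for full effect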
Starred values were filed as active, the others as inactive; · = no result given; [ ] = dose if it differs, or a comment. Rule as the data show it, unless noted: active = inhibition above about 50%; inactive = the rest. These rows are one share of the data; count on the stated rates, not on these rows.

Start of the listing, in advance, eleven compounds:
SMILES | LYP phosphatase | XIAP displacement | NOD2 inhibition | human PMI inhibitors | KOR beta-arrestin-1 | NOD1 NF-kB reporter | TNAP activators | KOR beta-arrestin-2 | human PMI inhibition
O=C(C1CCCCC1)N1CCN(S(=O)(=O)c2ccc(Br)cc2)CC1 | 4% | -12% | 3% | 2% | -21% | 9% | 1 | 2.9% | 8%
O=c1c(F)cn(C2CCCO2)c(=O)n1Cc1ccccc1F (stereo not given) | -8% | 1.8% | -7% | 9% | 14% | -16% | 1.1 | -4.7% | 14%
CCOC(=O)c1c(NC(=O)C2CCN(S(=O)(=O)c3ccc(Cl)cc3)CC2)sc2c1CCCC2 | 1% | 1.0% | 17% | 3% | 41% | -14% | 1.1 | -5.5% | 10%
COc1ccc(C2c3[nH]c4ccccc4c3C[C@H]3C(=O)N(c4ccccc4C(=O)N4CCC(C(=O)O)CC4)C(=O)N23)cc1 (stereo not given in full) | -3% | · | 10% | · | -8%[20 µM] | -20% | · | -0.2% | ·
COc1ccccc1C(C#N)N1N=C(C)CC1c1ccccc1 (stereo not given) | -15% | · | 14% | · | 8% | 0% | · | 1.3% | ·
Cc1nccn1Cc1cccc2ccccc12 | 3% | -4.7% | -10% | -1% | -14% | -13% | 1 | 0.0% | -1%
COc1ccc(CCNc2cc(C)nc3c(-c4ccccc4)cnn23)cc1OC | -3% | -7.5% | -34% | 17% | -9% | 37% | 1 | -5.3% | 20%
Cc1[nH][nH]c(=O)c1C(c1ccc(-c2ccc(F)cc2)o1)c1c(C)[nH][nH]c1=O | -5% | -2.3% | -17% | 38% | -28%[20 µM] | -27% | 1.3 | -1.1% | 7%
COc1ccc(-c2nc(C#N)c(NCc3ccccc3Cl)o2)cc1OC | 0% | -4.5% | -11% | 3% | 43% | -3% | 1 | -3.6% | 8%
CCOC(=O)N1CCN(CC(O)COCC2=CCC3CC2C3(C)C)CC1 (stereo not given) | -6% | -3.1% | 15% | -6% | -31% | 31% | 1 | 4.3% | 3%
O=C(c1cc(Cl)ccc1Cl)N1CCN(Cc2ccccc2)CC1 | -7% | · | 10% | · | 2%[20 µM] | -27% | · | -3.4% | ·

This part in full (from the top)
SMILES | LYP phosphatase | XIAP displacement | NOD2 inhibition | human PMI inhibitors | KOR beta-arrestin-1 | NOD1 NF-kB reporter | TNAP activators | KOR beta-arrestin-2 | human PMI inhibition
O=C(C1CCCCC1)N1CCN(S(=O)(=O)c2ccc(Br)cc2)CC1 | 4% | -12% | 3% | 2% | -21% | 9% | 1 | 2.9% | 8%
O=c1c(F)cn(C2CCCO2)c(=O)n1Cc1ccccc1F (stereo not given) | -8% | 1.8% | -7% | 9% | 14% | -16% | 1.1 | -4.7% | 14%
CCOC(=O)c1c(NC(=O)C2CCN(S(=O)(=O)c3ccc(Cl)cc3)CC2)sc2c1CCCC2 | 1% | 1.0% | 17% | 3% | 41% | -14% | 1.1 | -5.5% | 10%
COc1ccc(C2c3[nH]c4ccccc4c3C[C@H]3C(=O)N(c4ccccc4C(=O)N4CCC(C(=O)O)CC4)C(=O)N23)cc1 (stereo not given in full) | -3% | · | 10% | · | -8%[20 µM] | -20% | · | -0.2% | ·
COc1ccccc1C(C#N)N1N=C(C)CC1c1ccccc1 (stereo not given) | -15% | · | 14% | · | 8% | 0% | · | 1.3% | ·
Cc1nccn1Cc1cccc2ccccc12 | 3% | -4.7% | -10% | -1% | -14% | -13% | 1 | 0.0% | -1%
COc1ccc(CCNc2cc(C)nc3c(-c4ccccc4)cnn23)cc1OC | -3% | -7.5% | -34% | 17% | -9% | 37% | 1 | -5.3% | 20%
Cc1[nH][nH]c(=O)c1C(c1ccc(-c2ccc(F)cc2)o1)c1c(C)[nH][nH]c1=O | -5% | -2.3% | -17% | 38% | -28%[20 µM] | -27% | 1.3 | -1.1% | 7%
COc1ccc(-c2nc(C#N)c(NCc3ccccc3Cl)o2)cc1OC | 0% | -4.5% | -11% | 3% | 43% | -3% | 1 | -3.6% | 8%
CCOC(=O)N1CCN(CC(O)COCC2=CCC3CC2C3(C)C)CC1 (stereo not given) | -6% | -3.1% | 15% | -6% | -31% | 31% | 1 | 4.3% | 3%
O=C(c1cc(Cl)ccc1Cl)N1CCN(Cc2ccccc2)CC1 | -7% | · | 10% | · | 2%[20 µM] | -27% | · | -3.4% | ·
Cc1ccc(C(=O)Nc2ccc(CC(=O)O)cc2)o1 | -8% | -1.3% | 8% | 4% | -8% | -5% | 1.1 | 1.1% | 5%
O=C(O)Cc1ccc(NC(=O)c2cnccn2)cc1 | 3% | 3.0% | 15% | -10% | 1% | -13% | 1.1 | 2.0% | -11%
Cc1cc(C)cc(-n2c(C)cc(/C=N/NC(=O)c3ccncc3)c2C)c1 | 1% | -3.8% | 3% | 16% | -10%[20 µM] | -25% | 1 | 0.4% | 16%
CCCCn1c(Cn2nc(C(=O)O)c3ccccc3c2=O)nc2cc(S(N)(=O)=O)ccc21 | -7% | · | -2% | · | 0% | -34% | · | -5.2% | ·
Cc1ccc(C)n1-c1ccc(C(=O)NN)cc1 | -2% | -3.1% | -24% | 15% | 2% | -32% | 1.3 | -0.9% | 8%
COc1ccc(C(=O)N/C(=C\c2ccco2)C(=O)OCc2ccco2)cc1 | 0% | · | 1% | · | 18% | 4% | · | -6.2% | ·
COc1ccc(C2=NO[C@H]3C[C@](C(=O)NC(C)C)(S(=O)(=O)c4ccccc4)C[C@@H]23)cc1 | -1% | · | -5% | · | -21%[20 µM] | -22% | · | -4.6% | ·
Cc1ccc(/C=C/C(=O)NCc2cccs2)c(C)c1 | -2% | -3.3% | -69% | 14% | -18% | -47% | 1.1 | -2.3% | 14%
NC(=O)Cc1c[nH]c2cccc(O)c12 | -6% | -2.6% | -3% | 45% | -14% | 7% | 1.1 | -7.1% | 9%
COC(CNC(=O)CCc1c(C)nc2c(-c3ccc(F)cc3)c(C)nn2c1C)OC | -3% | -5.2% | 3% | 6% | 1% | -1% | 0.9 | -1.7% | 0%
COc1ccc(/C=N/Nc2ccc([N+](=O)[O-])cc2S(=O)(=O)N2CCN(C)CC2)cc1 | 0% | -7.8% | -3% | 10% | -23% | -28% | 1 | 23% | 18%
O=C(CS(=O)(=O)c1cn(Cc2cccc(F)c2)c2ccccc12)N1CCCCC1 | -5% | 3.6% | -5% | -8% | -40% | -9% | 1.1 | -0.5% | 1%
C/C(=N\N1CCN(C)CC1)c1ccc(OC(F)F)cc1 | -6% | -6.1% | 14% | 9% | 8% | -39% | 1.1 | -4.8% | 7%
Cc1cc(NC(=O)CCC(=O)N(c2ccccc2)C(C(=O)NC2CCCC2)c2ccccc2C)no1 (stereo not given) | -3% | · | 10% | · | -12% | -22% | · | -2.4% | ·
O=C(N/N=C/c1ccccc1F)c1csc2c1CCCC2 | -3% | -2.0% | -168% | 5% | 17% | · | 1.1 | 0.7% | 10%
Cc1ccc(S(=O)(=O)Nc2cccc3ncccc23)cc1 | -7% | · | 12% | · | 14% | -3% | · | -0.2% | ·
CC1(C)N=C2C(=[N+]1[O-])CCC/C2=N\O | -5% | -3.6% | 10% | 14% | 18% | 9% | 1 | -5.0% | 10%
COCCNC(=O)c1ccccc1NC(=O)c1ccccc1N(C)S(C)(=O)=O | -4% | -6.8% | -11% | 1% | 16% | -28% | 1.1 | 4.4% | -5%
O=C(CN1CCOCC1)Nc1ccc(Cl)cc1 | -10% | · | 6% | · | -25%[20 µM] | -40% | · | -4.6% | ·
O=C(NCc1ccncc1)C(=O)NCC1OCCN1S(=O)(=O)c1ccc(Cl)cc1 (stereo not given) | -1% | · | -4% | · | 3% | -30% | · | -2.1% | ·
CCCCC(=O)Nc1ccc(C(=O)Nc2cccnc2)cc1 | -8% | -3.5% | -4% | 7% | 14% | -35% | 1.2 | -2.2% | 8%
CC(NCc1cccs1)c1ccccc1 (stereo not given) | -8% | 1.3% | -10% | -5% | -22%[20 µM] | 8% | 1.4 | -5.3% | -10%
Cc1ccn2c(NCc3ccccc3)c(-c3cccs3)nc2c1 | 0% | -5.5% | -50% | 4% | 14%[20 µM] | -40% | 1.1 | -9.1% | 4%
CC1(C)COC2(OC1)C(=O)N(CN1CCOCC1)c1ccccc12 | -6% | -4.5% | 0% | 8% | 3%[20 µM] | -35% | 1.1 | 5.0% | 12%
Cc1cc(C(=O)CCC(=O)N2CCN(c3ccccc3F)CC2)c(C)s1 | 0% | -4.1% | -12% | 12% | 29% | 15% | 1.1 | -6.4% | 9%
O=C(O)c1ccc(-n2cccn2)c([N+](=O)[O-])c1 | -8% | -2.2% | 21% | 5% | -47%[20 µM] | 0% | 1.1 | -0.2% | -2%
O=C(O)C1CCN(c2ccc([N+](=O)[O-])cc2[N+](=O)[O-])CC1 | -5% | · | 10% | · | 15% | -8% | · | 0.2% | ·
COCCn1c(SCC(=O)Nc2sccc2C(N)=O)nnc1-c1ccncc1 | -4% | -1.4% | 20% | 5% | -12% | -17% | 1.2 | -0.5% | -5%
CC(C)=CC(=O)OCC(=O)Nc1ccc(F)cc1Cl | -5% | -5.0% | 4% | -3% | -22% | -18% | 1 | 1.8% | -5%
COC(=O)Cc1c(C)nc2nc(-c3ccc(OC)cc3)[nH]n2c1=O | -3% | 2.1% | 6% | -3% | -31% | 19% | 1.1 | -8.2% | 11%
Clc1ccc(Cl)c(OCCCCN2CCCCC2)c1 | 1% | · | -5% | · | -62%[20 µM] | -20% | · | 2.5% | ·
CCCC(NC(=O)CNC(=O)C(C)(C)C)C(=O)O (stereo not given) | -15% | -9.4% | -12% | -17% | -43% | 14% | 1.1 | 3.3% | -5%
c1coc(CNc2c3c(nc4ncnn24)CCCC3)c1 | -3% | -5.0% | 2% | -4% | 8% | 29% | 1 | -1.9% | -8%
CCOc1cc(C(c2c(C)[nH][nH]c2=O)c2c(C)[nH][nH]c2=O)cc(Br)c1OC | -3% | · | 3% | · | -16% | -7% | · | 1.9% | ·
O=C(CN1CCN(Cc2cccc(Cl)c2)C1=O)NCc1ccccn1 | -11% | 0.0% | -3% | 10% | -20% | -9% | 1.2 | 4.4% | -8%
O=C(COc1ccc(Cl)cc1)NCC(=O)N1CCC2(CC1)NCCc1[nH]cnc12 | -4% | · | 15% | · | -1% | -18% | · | -0.8% | ·
Cc1cc(-c2nnc(SCC(=O)Nc3nccs3)o2)no1 | -9% | · | 6% | · | 31% | 1% | · | 0.2% | ·
CC(=O)c1c(C)oc2ccc(NS(=O)(=O)c3ccc(F)cc3C)cc12 | -3% | · | 38% | · | -16% | 18% | · | -2.2% | ·
O=C(O)C1CCN(C(=O)c2cc(F)cc3c2OCOC3)CC1 | -2% | · | 16% | · | 13% | -6% | · | 3.9% | ·
O=C1C2CC=C(Cl)CC2C(=O)N1CCc1ccccc1 (stereo not given) | -2% | 0.4% | -20% | -3% | 15% | · | 1.1 | -1.0% | 5%
O=C(NCc1ccc(F)cc1F)c1cc(COc2c(F)cccc2F)on1 | -3% | 3.2% | -17% | 5% | -7% | 10% | 1.1 | -3.7% | 9%
O=C(NC(NC(=S)Nc1cccc(Cl)c1)C(Cl)(Cl)Cl)OCc1ccccc1 (stereo not given) | -4% | -2.1% | 9% | 16% | 5% | 9% | 1.1 | -2.8% | 10%
Cc1ccc2c(c1)N(CC(=O)N1CCc3ccccc3C1)C(=O)CO2 | -10% | -3.2% | -5% | 6% | -18% | 14% | 1 | -4.1% | 4%
NC(=O)COC(=O)c1cc(=O)[nH]c2ccc(S(=O)(=O)Nc3ccc(F)cc3)cc12 | -10% | · | -5% | · | -47% | 1% | · | -3.9% | ·

Assay outcomes from PubChem BioAssay.
